# High-throughput results deposited in PubChem BioAssay by The Scripps Research Institute Molecular Screening Center.
# CHO-K1 Ca antag: M1 antagonist counterscreen hit in parental CHO-K1 cells; AID 602250; 360,000 compounds, 0.6% hits; inhibition, % at 3 µM; ATP-induced calcium, Fluo-8 fluorescence;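 active = inhibition above a per-plate cutoff, the plate's mean sample inhibition plus 3 SD, cut at about 24% in these data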;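 note: 0% = DMSO plus EC80 ATP and 100% = DMSO alone without ATP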
# M1 antag: human M1 muscarinic receptor antagonists, primary screen, CHO-K1 cells, Fluo-8 calcium fluorescence, 1536-well; Muscarinic acetylcholine receptor M1 (Homo sapiens), P11229; CHO-K1 hM1, ACh EC80 antagonist; inhibition, % at 3 µM; 360,000 compounds, 1.3% hits;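 active = percent inhibition above its own plate's cutoff, namely the mean of that plate's compound wells plus 3 SD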;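 note: peak over basal fluorescence ratio during 140 s after agonist addition; 0% = ACh EC80 plus DMSO and 100% = DMSO alone without agonist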
# M1 PAM parental: nonselective calcium activators in parental CHO-K1 cells, primary screen, counter-screen for M1 PAM project, cell-based, Fluo-8 calcium fluorescence, full deck, 1536-well | 360,000 compounds, 0.02% hits | ATP EC20; 0% at ATP EC20, 100% at ATP max | activation, % at 3 µM;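 active = activation above the run cutoff, the mean activation of all test compounds plus 3 SD, cut at about 40% in these data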;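 note: peak over basal fluorescence ratio in a 140 s read after ATP addition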
# CHRM1 agonist: human M1 muscarinic receptor agonists, primary screen, Fluo-8 calcium fluorescence, CHO-K1 cells, HTS; Muscarinic acetylcholine receptor M1 (Homo sapiens), P11229; CHO-K1 hM1, agonist mode; 0% DMSO, 100% acetylcholine EC100; activation, % at 3 µM; 360,000 compounds, 0.33% hits;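 active = activation above the run's mean compound activation plus 3 SD, cut at about 16% in these data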;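 note: peak over basal fluorescence ratio within a 140 s kinetic read after compound addition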
# TAAR1 antag: human TAAR1 antagonists, primary screen, Fluo-8 calcium fluorescence, CHO RD-HGA16 cells. antagonist. inhibition, % at 3 µM. 360,000 compounds, 1.5% hits. AID 624466, 2012;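 active = inhibition above a per-plate cutoff, the mean inhibition of test compounds on that plate plus 3 SD, cut at about 49% in these data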;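 note: 0% = DMSO plus EC80 beta-PEA response and 100% = DMSO alone without agonist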
# Target sequence (Q96RJ0 whole entry, looked up): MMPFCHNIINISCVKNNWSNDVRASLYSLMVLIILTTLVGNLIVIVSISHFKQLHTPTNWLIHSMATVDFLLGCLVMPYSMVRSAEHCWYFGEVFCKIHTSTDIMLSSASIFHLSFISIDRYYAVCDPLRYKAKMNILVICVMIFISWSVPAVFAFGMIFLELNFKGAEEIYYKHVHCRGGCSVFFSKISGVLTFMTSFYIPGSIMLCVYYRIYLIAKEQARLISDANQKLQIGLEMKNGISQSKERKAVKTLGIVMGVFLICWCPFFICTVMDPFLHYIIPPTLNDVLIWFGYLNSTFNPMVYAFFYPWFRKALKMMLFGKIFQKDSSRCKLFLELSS
#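 Test system – hTAAR1-expressing CHO RD-HGA16 cells, Gα16-coupled · Also added – β-PEA at EC80 concentration, post-compound challenge · Compound – 3 µM, single point · Incubation – dye loading 75 min at 37 °C, then 30 min room temperature · Measured by – Fluo-8 intracellular calcium dye fluorescence, real-time kinetic reads · Benchmarks – vehicle and agonist controls · Replicates – singlicate, one well per test compound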
# TAAR1 agonist: human TAAR1 agonists, primary screen, Fluo-8 calcium fluorescence, CHO RD-HGA16 cells | vehicle wells 0%, saturating PEA agonist 100% | activation, % at 3 µM | 360,000 compounds, 0.99% hits | AID 624467, 2012;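 active = activation above the mean activation of all test compounds in the run plus 3 SD, cut at about 38% in these data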
#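 Signal – calcium-sensitive Fluo-8 signal, excitation 470-495, emission 515-575 nm · System – RD-HGA16 (CHO) cells co-expressing Gα16 and hTAAR1 · Incubation – 17-24 h seeding, 75 min 37 °C dye, 30 min RT · Compound dosing – 3 µM single concentration · Repeats – no replicates (n 1)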
# OXTR potentiator: human OXTR potentiators, primary screen, fluorescence, CHO-OTR cells, Fluo-8 calcium. Fluo-8 calcium fluorescence, potentiator mode; 0% = oxytocin EC15, 100% = EC100. 320,000 compounds, 0.061% hits. Oxytocin receptor (Homo sapiens), P30559. activation, % at 3 µM;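 active = activation above that plate's cutoff, the mean activation of tested compounds plus 3 SD, cut at about 6.6% in these data, passing the limit was not always enough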;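 note: 100% uses oxytocin at 75 nM as the full agonist control; some results filed as inactive read as strong as hits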
# Target sequence (P30559 whole entry, looked up): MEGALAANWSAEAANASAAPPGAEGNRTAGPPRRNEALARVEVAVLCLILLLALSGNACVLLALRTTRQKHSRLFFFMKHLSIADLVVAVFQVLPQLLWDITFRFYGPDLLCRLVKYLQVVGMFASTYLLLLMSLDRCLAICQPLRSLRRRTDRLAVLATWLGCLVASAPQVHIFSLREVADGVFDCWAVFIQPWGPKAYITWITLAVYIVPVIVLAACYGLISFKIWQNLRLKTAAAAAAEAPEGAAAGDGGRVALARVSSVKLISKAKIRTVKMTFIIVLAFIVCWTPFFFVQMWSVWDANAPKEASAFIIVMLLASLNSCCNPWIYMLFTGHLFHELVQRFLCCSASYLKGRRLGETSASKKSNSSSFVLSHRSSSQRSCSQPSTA
#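 System: human OTR in CHO cells; Also added: sub-maximal oxytocin, roughly EC15; Timing: compound 6 min at room temperature before oxytocin, 100 s read; Technique: Fluo-8 intracellular calcium fluorescence, ex 470-495, em 515-575 nm; Controls: oxytocin EC15 low and EC100 high; Replication: singlicate.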
# M1 ag parental: counter-screen for M1 agonists: effect in parental CHO-K1 cells. AID 602248, 2012. Fluo-8 calcium fluorescence; scaled to maximal ATP response, vehicle zero. activation, % at 3 µM. 360,000 compounds, 0.48% hits; in the data active = activation above about 15%;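 note: untransfected CHO-K1 host cells lacking M1 receptor as counterscreen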
# CHO parental Ca: ATP-evoked calcium signal inhibitors, parental CHO, primary screen, counter-screen for OX1R antagonist project, cell-based, fluorescence, Fluo-8 calcium dye | AID 463079, 2010 | 330,000 compounds, 0.63% hits | parental CHO-K1, ATP-induced calcium, Fluo-8 fluorescence | inhibition, % at 5.6 µM;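 active = inhibition above that plate's mean sample inhibition plus 3 SD, cut at about 26% in these data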;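 note: 0% = ATP-challenged DMSO wells and 100% = DMSO wells without ATP; some compounds past the cut are filed as inactive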
#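 material = parental CHO cells | also added = ATP as calcium-mobilizing challenge | dosing = single point at 5.6 µM | detection = intracellular calcium via Fluo-8 no-wash fluorescent dye | read-out = % inhibition | benchmarks = low control ATP plus DMSO, high control DMSO only | repeats = one well per compound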
# Numbers without * were called inactive; nt = not tested or not shown.
# Values in the order: CHO-K1 Ca antag | M1 antag | M1 PAM parental | CHRM1 agonist | TAAR1 antag | TAAR1 agonist | OXTR potentiator | M1 ag parental | CHO parental Ca
> O=C(NC(Cc1c[nH]c2ccccc12)C(=O)O)c1cccc(S(=O)(=O)N2CCCCC2)c1 (configuration not stated)
→ 1 | -3 | 6 | 2 | -20 | 5 | nt | 0.2 | nt
> O=C(Nc1ccc(Oc2cccnc2)nc1)c1ccc(C(F)(F)F)cc1
→ 4 | 16 | -15 | 3 | -36 | 11 | -17 | 13 | -4
> CCc1ccc(OCC(=O)NC(C)C)cc1
→ -15 | 0 | -1 | -3 | 7 | 3 | -9 | 1.0 | 1
> Nc1c(C(=O)CSc2nnc(Nc3ccc(F)cc3)s2)c(=O)[nH]c(=O)n1C1CC1
→ 3 | 23 | -19 | -1 | 3 | 2 | -4 | 0.4 | -8
> O=C(Nc1cccc(C(F)(F)F)c1)Nc1ccc2nc([C@@H]3O[C@H](CO)[C@@H](O)[C@H](O)[C@H]3O)[nH]c2c1
→ -10 | -16 | 27 | -2 | -16 | 1 | nt | 0.6 | nt
> O=C(CN1CCCC1)Nc1c(C(=O)C2CC2)oc2ccccc12
→ -2 | -8 | 10 | -4 | -7 | 4 | 3 | 1.4 | -23
> COc1ccc(C(=O)CCC(=O)NCc2cc(OC)cc(OC)c2)cc1
→ -18 | -6 | 15 | -2 | -7 | -2 | -7 | 1.4 | -8
> CN1CCN(C(CNC(=O)C(=O)NC2CCCC2)c2ccc(F)cc2)CC1 (configuration not stated)
→ 53* | -7 | -3 | -8 | 11 | 1 | -4 | 0.0 | -3
> CC(=O)c1c(C)[nH]c(C(=O)OCC(=O)N2CC(C)OC(C)C2)c1C (configuration not stated)
→ -4 | -8 | -1 | -3 | -22 | 1 | 1 | 0.7 | 6
> CC1CCCN(C(=O)c2cn(-c3ccccc3)nc2-c2cccnc2)C1 (configuration not stated)
→ -10 | -11 | 7 | -4 | -4 | 5 | -6 | 1.2 | -20
> CC1CN(Cc2ccccc2)C(=S)NC1=O (configuration not stated)
→ -14 | 0 | 16 | -3 | 6 | 0 | nt | 0.8 | nt
> CSCCC(C(=O)NCc1cccs1)N1C(=O)c2ccccc2C1=O (configuration not stated)
→ 5 | -12 | 6 | -3 | 9 | -2 | 1 | 0.1 | -21
> CCc1nnc(NC(=O)COc2ccccc2[N+](=O)[O-])s1
→ 0 | -1 | 6 | -7 | -53 | 0 | 0 | 0.4 | 1
> CCOc1ccc(S(=O)(=O)Nc2ccccc2C(=O)N2CCOCC2)cc1
→ -11 | -7 | 3 | 4 | -4 | -1 | 3 | 0.7 | -2
> O=C(CSC1=NC2(CCCCC2)N=C1c1ccccc1)Nc1ccc2c(c1)OCCO2
→ 0 | 3 | 10 | -1 | -14 | -3 | -5 | 0.3 | -14
> CCCCOC1NC(=O)NC(=O)C1(F)C(=O)OCC (configuration not stated)
→ 0 | 3 | 9 | -4 | -6 | 1 | nt | -0.1 | nt
> CCCCn1nnnc1C1(C)CCC(=O)N1CCOc1ccccc1 (configuration not stated)
→ -9 | nt | 14 | nt | -13 | 3 | nt | 6.9 | nt
> COCCNC(=O)C(c1ccc(C)o1)N(C(=O)C(=O)NC1CCCCC1)c1ccc(F)cc1 (configuration not stated)
→ -19 | -13 | 21 | -1 | -8 | 4 | -8 | 1.9 | -17
> COc1ccc(C(C)(C)C)cc1NC(=O)C1CC(=O)N(C2CCCC2)C1 (configuration not stated)
→ -6 | -13 | 0 | 1 | -1 | 3 | 0 | 0.6 | -13
> OC(COc1ccccc1CNCc1cccnc1)CN1CCc2ccccc2C1 (configuration not stated)
→ -7 | -4 | 21 | -7 | -3 | 7 | -4 | 2.4 | -13
> O=C1NC(=S)N/C1=C\c1cccc([N+](=O)[O-])c1
→ -18 | -17 | 13 | -2 | -21 | -2 | 3 | 0.3 | 4
> O=C(CN1CCOCC1)N/N=C/C=C/c1ccccc1
→ -13 | 7 | 28 | -6 | -8 | 7 | -9 | 1.8 | 5
> CCn1c(SCC(=O)Nc2sc3c(c2C#N)CCCC3)nnc1-c1ccncc1
→ -21 | -4 | 25 | -4 | -30 | 9 | -11 | 1.0 | -14
> Cc1c(C)c2ccc(O)c(CN3CCN(C)CC3)c2oc1=O
→ -6 | -8 | 12 | -5 | -19 | 0 | nt | 0.3 | nt
> COc1ccc(CCN(C)C(=O)CN2C(=O)NC3(CCCCCC3)C2=O)cc1OC
→ 23 | -10 | 9 | 2 | -10 | 1 | -2 | 0.1 | -11
> COC(=O)N/N=C(\C)c1cccs1
→ -7 | -12 | 8 | -3 | -17 | -1 | -3 | 0.6 | -3
> Cc1cccc(N2CCN(C(=O)CCc3nc4ccccc4[nH]3)CC2C)c1 (configuration not stated)
→ -15 | -9 | 14 | -3 | -8 | 2 | -4 | 2.5 | -8
> O=C1CCCCC1Nc1ccc2ccccc2c1 (configuration not stated)
→ -19 | -29 | 13 | 1 | -11 | 0 | nt | 1.0 | nt
> CCc1nnc(NC(=O)c2ccc(OC)c(S(=O)(=O)N3CCCC3)c2)s1
→ 13 | -15 | 5 | 6 | 2 | 3 | -2 | 0.9 | -6
> CCOc1ccc(C(=O)N2CCCN(C(=O)c3ccc(OCC)cc3)CC2)cc1
→ -11 | -9 | 2 | -5 | -20 | -1 | -1 | -0.7 | -14
> CC(C)c1ccc(NC(=S)NNc2ccc(Cl)c(C(=O)O)c2)cc1
→ -4 | -21 | -1 | -5 | -15 | 0 | -5 | -0.2 | -9
> CCCn1ncc(C(=O)NC2CCCN(Cc3ccc(Cl)cc3)C2)c1C (configuration not stated)
→ -5 | 0 | 11 | -5 | -20 | 2 | -8 | 0.8 | 14
> Nc1ncnc2c1ccn2[C@H]1CN(Cc2ccc3c(c2)OCO3)C[C@@H](COC(=O)c2ccccc2)O1
→ -8 | -20 | 18 | -3 | -9 | 0 | nt | 0.3 | nt
> Cc1ccc(NC(=O)NC(=O)CSc2nnc(-c3ccc(OC(F)F)cc3)n2N)c(C)c1
→ -12 | -4 | 18 | -8 | -9 | 3 | -10 | -0.1 | -15
> Cc1ccc(-n2cc(C(=O)c3ccc(N4CCN(C)CC4)cc3)nn2)cc1Cl
→ 1 | 7 | 1 | -3 | 2 | 4 | -11 | 0.1 | -23
> Cc1cc(Cl)nc(NC(=O)Nc2cccc(Cl)c2)n1
→ 4 | 4 | -16 | -2 | 3 | 1 | -5 | -0.3 | 4
> COc1ccc(C2(CNC(=O)c3ccco3)CCOCC2)cc1
→ -14 | -12 | 24 | -3 | -4 | 6 | -4 | 0.7 | -8
> CC(C)(C)NC(=O)CSc1nsc(SCC(=O)NC(C)(C)C)c1C#N
→ -4 | -3 | 7 | 3 | 1 | 6 | -10 | 3.7 | 4
> CN(Cc1nc(-c2cnccn2)no1)Cc1n[nH]c2c1CCCC2
→ -12 | 5 | 14 | -1 | 14 | 12 | nt | 0.3 | nt
> COc1ccc(CNC(=O)Nc2cccc(Cl)c2)cc1
→ 9 | 5 | -5 | -1 | nt | nt | nt | 4.8 | nt
> CSc1nsc2nc(=O)c(/C=C3\C(C)=Nc4ccc(C)cc43)c(N)n12
→ 8 | -7 | 2 | -6 | -9 | 2 | -8 | 1.7 | 2
> CCCCC(=O)Nc1cc(NC(=O)CC)ccc1Cl
→ -7 | -19 | 6 | -3 | -3 | 0 | -8 | -0.1 | -16
> CN(C(=O)COC(=O)c1ccc(C(C)(C)C)cc1)C1CCS(=O)(=O)C1 (configuration not stated)
→ -3 | 1 | -4 | -8 | -10 | 1 | 1 | 0.7 | -4
> CCn1cc(CN2CCC(C(=O)Nc3ccc(Oc4cccnc4)cc3)CC2)c(C)n1
→ -9 | -6 | 17 | -5 | -25 | 3 | -1 | 1.2 | -9

# Filtered by structure: the entries above containing fluorine
# Values in the order: CHO-K1 Ca antag | M1 antag | M1 PAM parental | CHRM1 agonist | TAAR1 antag | TAAR1 agonist | OXTR potentiator | M1 ag parental | CHO parental Ca
> O=C(Nc1ccc(Oc2cccnc2)nc1)c1ccc(C(F)(F)F)cc1
→ 4 | 16 | -15 | 3 | -36 | 11 | -17 | 13 | -4
> Nc1c(C(=O)CSc2nnc(Nc3ccc(F)cc3)s2)c(=O)[nH]c(=O)n1C1CC1
→ 3 | 23 | -19 | -1 | 3 | 2 | -4 | 0.4 | -8
> O=C(Nc1cccc(C(F)(F)F)c1)Nc1ccc2nc([C@@H]3O[C@H](CO)[C@@H](O)[C@H](O)[C@H]3O)[nH]c2c1
→ -10 | -16 | 27 | -2 | -16 | 1 | nt | 0.6 | nt
> CN1CCN(C(CNC(=O)C(=O)NC2CCCC2)c2ccc(F)cc2)CC1 (configuration not stated)
→ 53* | -7 | -3 | -8 | 11 | 1 | -4 | 0.0 | -3
> CCCCOC1NC(=O)NC(=O)C1(F)C(=O)OCC (configuration not stated)
→ 0 | 3 | 9 | -4 | -6 | 1 | nt | -0.1 | nt
> COCCNC(=O)C(c1ccc(C)o1)N(C(=O)C(=O)NC1CCCCC1)c1ccc(F)cc1 (configuration not stated)
→ -19 | -13 | 21 | -1 | -8 | 4 | -8 | 1.9 | -17
> Cc1ccc(NC(=O)NC(=O)CSc2nnc(-c3ccc(OC(F)F)cc3)n2N)c(C)c1
→ -12 | -4 | 18 | -8 | -9 | 3 | -10 | -0.1 | -15
